Compound activity (PubChem BioAssay)
NPYLR7 agonist = activates Aedes aegypti NPYLR7 receptor. activation, % at 10 µM. HEK293T NPYLR7/Galpha15, GCaMP6s calcium fluorescence. hit rate 0.15% among 270,000. AID 1259423; in the data active means activation above about 40%;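 further: 0% = vehicle and 100% = reference agonist at the receptor; some compounds past the cut are filed as inactive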
mcGAS inh = inhibitors of mouse cGAS; Q8C6L5; hit rate 0.15% among 160,000; inhibition, % at 12.5 µM; recombinant cGAS, Kinase-Glo ATP depletion luminescence;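 further: 0% = negative control wells and 100% = reference inhibitor with no enzyme activity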
hcGAS inh = inhibitors of human cGAS | recombinant h-cGAS, ATP depletion, Kinase-Glo luminescence | hit rate 0.081% among 290,000 | AID 1259398 | Q8N884 | inhibition, % at 12.5 µM;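 further: 0% = vehicle reaction and 100% = reaction without DNA for no activity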
Target sequence (Q8N884 whole entry, looked up): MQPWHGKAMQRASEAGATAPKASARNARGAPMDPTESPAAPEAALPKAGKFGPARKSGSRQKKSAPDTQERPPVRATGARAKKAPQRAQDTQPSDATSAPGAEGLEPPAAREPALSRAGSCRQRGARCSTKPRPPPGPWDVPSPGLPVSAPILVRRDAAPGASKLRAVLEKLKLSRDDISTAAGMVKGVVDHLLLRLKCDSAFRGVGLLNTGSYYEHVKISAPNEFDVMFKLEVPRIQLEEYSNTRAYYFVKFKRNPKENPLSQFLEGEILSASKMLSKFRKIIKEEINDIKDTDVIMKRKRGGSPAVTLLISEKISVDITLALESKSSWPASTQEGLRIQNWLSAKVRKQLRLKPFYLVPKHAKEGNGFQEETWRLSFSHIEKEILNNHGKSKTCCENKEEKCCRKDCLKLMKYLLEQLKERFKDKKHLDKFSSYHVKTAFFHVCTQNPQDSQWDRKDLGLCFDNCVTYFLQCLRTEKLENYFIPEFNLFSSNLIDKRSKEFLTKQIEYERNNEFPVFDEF
Numbers without * were called inactive. Unless noted, no stated cut-off is given here; in the data, active means inhibition above about 40%; inactive means the rest.

`O=C(Cn1cnc2c(nnn2Cc2ccc(Cl)cc2)c1=O)N1CCCCC1` gave NPYLR7 agonist 10.2 and hcGAS inh -1.2.
For CCOc1ccc(CN(Cc2ccco2)Cc2nc(C(=O)O)co2)cc1 the results were NPYLR7 agonist 10.0 and hcGAS inh 4.3.
Screening CCCc1nc(NCCc2nc(C)cs2)c2cnn(C)c2n1 returned NPYLR7 agonist 7.6, mcGAS inh -10.0 and hcGAS inh -1.2.
`COc1ccccc1NC(=O)N1CCC2(CC1)C(=O)N(CC(=O)Nc1cccc(Cl)c1)CN2c1ccccc1` gave NPYLR7 agonist 19.6, mcGAS inh -8.7 and hcGAS inh -6.2.
For CN(C)C(=O)N1CCCN(c2nc(Cc3ccccc3)nc3c2cnn3-c2ccccc2)CC1 the results were NPYLR7 agonist 12.0, mcGAS inh -3.8 and hcGAS inh -3.3.
`CC(C)N(Cc1cccc(Cl)c1)C(=O)c1ccn(C)c(=O)c1` gave NPYLR7 agonist 18.6, mcGAS inh -15.7 and hcGAS inh -7.3.
`CCOc1ccccc1N1C(=O)CSC1c1cccc(NC(=O)c2cccc(Br)c2)c1` (stereo not drawn) gave mcGAS inh -6.9 and hcGAS inh -6.5.
Screening COc1ccc(-c2c(-c3ccc(O)cc3O)n[nH]c2C)cc1 returned NPYLR7 agonist 0.4 and hcGAS inh -3.2.
Oc1ccccc1-c1nc2ccc(Br)cn2c1NCc1ccccc1 was read as NPYLR7 agonist 14.7 and hcGAS inh -1.9.
`COc1ccc(CCN(Cc2ccco2)C(=O)CN(CCN2CCOCC2)C(=O)Nc2c(Cl)cccc2Cl)cc1OC` gave NPYLR7 agonist 7.9, mcGAS inh -4.8 and hcGAS inh 6.0.
`CC(C)(C)c1ccc(-n2ncc3c2CCCC3NC(=O)CCn2cnnn2)cc1` (stereo not drawn) gave NPYLR7 agonist 10.5 and hcGAS inh -4.8.
`S=c1[nH]c2ccccc2n1-c1cc(-c2cccs2)nn1-c1ccccc1` gave NPYLR7 agonist 3.3 and hcGAS inh -6.9.
Screening O=C1CC2(CCN(Cc3ccc(C(F)(F)F)nc3)CC2)CN1 returned NPYLR7 agonist -4.0, mcGAS inh -8.8 and hcGAS inh -3.7.
`CCOC(=O)c1cc(=O)n(-c2ccccc2)[nH]1` gave NPYLR7 agonist -11.3, mcGAS inh 3.0 and hcGAS inh -4.9.
Screening O=C(CCNC(=O)c1ccccc1F)NCCN1CCNC1=O returned NPYLR7 agonist 5.7, mcGAS inh -7.8 and hcGAS inh -5.9.
`COc1c(OC)c(O)c2c3c(cc4ccccc42)NC(=O)c13` gave NPYLR7 agonist -7.6, mcGAS inh -6.5 and hcGAS inh -5.0.
For Cc1ccccc1OC1CN(C(=O)CCC(=O)NC2CCCC2)C1 the results were NPYLR7 agonist 3.6, mcGAS inh -9.9 and hcGAS inh -2.1.
Screening Cc1[nH]c(=S)sc1CC(=O)Nc1cccc(OCc2ccc(F)cc2)c1 returned NPYLR7 agonist 4.3 and hcGAS inh -7.6.
`CC1=NN(c2ccc(C(=O)NCCc3c(F)cccc3F)cc2)CC1` gave NPYLR7 agonist 2.7 and hcGAS inh -10.0.
`C1CNCC(Cc2nc(C3CCOCC3)no2)C1` (stereo not drawn) gave mcGAS inh -0.8 and hcGAS inh 1.0.
CCCc1cc(C(=O)N2CCCC2Cc2ccccc2)n[nH]1 (stereo not drawn) was read as NPYLR7 agonist 3.8 and hcGAS inh -16.9.
For CCc1[nH]nc2c1C(c1ccc(F)cc1Cl)CC(=O)N2 (stereo not drawn) the results were NPYLR7 agonist 4.3 and hcGAS inh -7.7.
CC(C)CN(C/C=C/c1ccco1)Cc1ccccn1 was read as NPYLR7 agonist -2.9 and hcGAS inh -10.1.
`Cc1ccc(NC(=O)NC2(CCO)CCC2)cc1` gave NPYLR7 agonist 0.5 and hcGAS inh -5.2.
COc1cc(C)c(-c2nc3ccccc3c(=O)n2CCc2ccccc2)cc1C was read as NPYLR7 agonist 5.9, mcGAS inh -4.4 and hcGAS inh -1.4.
Cc1nn(C(C)C)c(C)c1CN(C)C(=O)CCc1cn2ccccc2n1 was read as NPYLR7 agonist -1.7 and hcGAS inh 6.8.
COc1ccccc1NC(=O)Nc1ccnn1C1CCN(C(=O)COc2ccccc2)CC1 was read as NPYLR7 agonist -5.5, mcGAS inh -4.1 and hcGAS inh -8.1.
Cc1nc2sccn2c(=O)c1NC(=O)C1CCCO1 (stereo not drawn) was read as NPYLR7 agonist 16.2, mcGAS inh -5.6 and hcGAS inh -5.5.
`CC/C=C(\C)CN1C[C@H](N(C)C)C[C@H]1CO` gave mcGAS inh -6.6 and hcGAS inh -10.0.
For Cc1ccc(C)c(CSC2=NCCN2S(=O)(=O)c2ccc([N+](=O)[O-])cc2)c1 the results were NPYLR7 agonist 6.2, mcGAS inh -6.7 and hcGAS inh -5.2.
`Cc1cccc(COCC2CN(C(=O)c3cccc(OC(F)F)c3)CCO2)c1` (stereo not drawn) gave NPYLR7 agonist 0.2 and hcGAS inh 1.7.
Screening CC1CCCC(NC(=O)CCCn2cnc3c2c(=O)n(C)c(=O)n3C)C1C (stereo not drawn) returned NPYLR7 agonist 8.2, mcGAS inh -12.9 and hcGAS inh -6.9.
COCCSc1ncc(-c2cccc(F)c2)c(C2CCN(C(=O)c3ccc[n+]([O-])c3)CC2)n1 was read as NPYLR7 agonist 12.1, mcGAS inh -3.1 and hcGAS inh 1.9.
CCOc1cc(C2C(C(=O)OC)=C(C)NC3=C2C(=O)CC(c2ccccc2)C3)cc(Cl)c1O (stereo not drawn) was read as NPYLR7 agonist -6.0, mcGAS inh -5.0 and hcGAS inh 0.8.
Screening CCN(Cc1ccc2c(c1)OCO2)C(=O)c1csc(-c2ccco2)n1 returned NPYLR7 agonist 2.3 and hcGAS inh -11.1.
Screening Cc1ccsc1C(CNC(=O)c1cccc2ccnn12)N(C)C (stereo not drawn) returned NPYLR7 agonist 2.3, mcGAS inh -9.8 and hcGAS inh -3.2.
Screening COc1cccc(C(NS(N)(=O)=O)c2ccccc2Cl)c1 (stereo not drawn) returned NPYLR7 agonist 3.9 and hcGAS inh -2.4.
Screening Cc1nc(N2CCCCCCC2)ncc1C(C)NC(=O)C1CCC1 (stereo not drawn) returned NPYLR7 agonist 16.0 and hcGAS inh -5.8.
Screening C=CCn1c(SCC(=O)N2CCC(C)CC2)nnc1-c1ccccc1F returned NPYLR7 agonist -7.1, mcGAS inh -3.0 and hcGAS inh -5.4.
`CCCc1cc(C(=O)NC2CCN(c3cnn(C)c3)C2)sc1C` (stereo not drawn) gave NPYLR7 agonist -3.3 and hcGAS inh -8.7.

An excerpt from above in order of heavy-atom count, lowest first:
Cc1nc2sccn2c(=O)c1NC(=O)C1CCCO1 (stereo not drawn) was read as NPYLR7 agonist 16.2, mcGAS inh -5.6 and hcGAS inh -5.5.
For CCc1[nH]nc2c1C(c1ccc(F)cc1Cl)CC(=O)N2 (stereo not drawn) the results were NPYLR7 agonist 4.3 and hcGAS inh -7.7.
CCCc1cc(C(=O)N2CCCC2Cc2ccccc2)n[nH]1 (stereo not drawn) was read as NPYLR7 agonist 3.8 and hcGAS inh -16.9.
`CCCc1cc(C(=O)NC2CCN(c3cnn(C)c3)C2)sc1C` (stereo not drawn) gave NPYLR7 agonist -3.3 and hcGAS inh -8.7.
Cc1nn(C(C)C)c(C)c1CN(C)C(=O)CCc1cn2ccccc2n1 was read as NPYLR7 agonist -1.7 and hcGAS inh 6.8.
For Cc1ccc(C)c(CSC2=NCCN2S(=O)(=O)c2ccc([N+](=O)[O-])cc2)c1 the results were NPYLR7 agonist 6.2, mcGAS inh -6.7 and hcGAS inh -5.2.
`Cc1cccc(COCC2CN(C(=O)c3cccc(OC(F)F)c3)CCO2)c1` (stereo not drawn) gave NPYLR7 agonist 0.2 and hcGAS inh 1.7.
COc1cc(C)c(-c2nc3ccccc3c(=O)n2CCc2ccccc2)cc1C was read as NPYLR7 agonist 5.9, mcGAS inh -4.4 and hcGAS inh -1.4.
COc1ccccc1NC(=O)Nc1ccnn1C1CCN(C(=O)COc2ccccc2)CC1 was read as NPYLR7 agonist -5.5, mcGAS inh -4.1 and hcGAS inh -8.1.

Continued.
O=C(CN(CCN1CCOCC1)C(=O)c1cc(Cl)cc(Cl)c1)N(Cc1ccc(F)cc1)Cc1cccs1 was read as NPYLR7 agonist 26.6, mcGAS inh -5.9 and hcGAS inh -4.9.
`Cc1cccc(CN(C(=O)c2ccc(F)cc2)C2CCC(NC(=O)C3CCN(C(=O)/C=C/c4ccccc4)CC3)CC2)c1` (stereo not drawn) gave NPYLR7 agonist 11.2, mcGAS inh -6.9 and hcGAS inh -2.7.
`O=C(NC1CCCCC1N1C(=O)CSC1=O)c1ccc2nsnc2c1` (stereo not drawn) gave NPYLR7 agonist 1.0 and hcGAS inh -8.4.
For Cc1cccc(N2CCn3c2nc2c3c(=O)n(CCCO)c(=O)n2C)c1 the results were NPYLR7 agonist 1.7 and hcGAS inh -7.3.
Cc1ccccc1Oc1cc(-c2ccccc2)nc(SCc2ccccc2)n1 was read as NPYLR7 agonist 9.5 and hcGAS inh 0.0.
COc1ccc(-c2cc(N3CCc4ccccc43)ncn2)cc1 was read as NPYLR7 agonist 0.3 and hcGAS inh -9.6.
O=C(c1ccc(Oc2ccccc2)cc1)C1CCCN(CCn2cncn2)C1 (stereo not drawn) was read as NPYLR7 agonist 10.8 and hcGAS inh -3.8.
COC(=O)c1ccc(NCC2=CC(C)(C)COc3ccc(OC)cc32)cc1 was read as NPYLR7 agonist 1.6, mcGAS inh -7.0 and hcGAS inh 10.4.
Cn1cc(-c2noc(-c3ccc4c(=O)n(C)c(=S)[nH]c4c3)n2)cn1 was read as NPYLR7 agonist 13.2 and hcGAS inh -8.2.
`COc1cccc(CN2CCn3nc(C(=O)NCc4ccc(-c5ccccc5)cc4)cc3C2=O)c1` gave NPYLR7 agonist 20.6, mcGAS inh -4.2 and hcGAS inh -1.1.
`CC=CCn1c(=O)c2c(nc3n2CC(C)=NN3Cc2ccccc2F)n(C)c1=O` gave NPYLR7 agonist -7.8 and hcGAS inh -5.7.
`Cc1cc(C)n(-c2nc(-c3ccccc3)cc(=O)n2CC(=O)N2CCCCCC2)n1` gave NPYLR7 agonist -0.2, mcGAS inh -4.8 and hcGAS inh 2.0.
Screening c1ccc(Oc2ccccc2-c2cc(NCCc3cccnc3)n3nccc3n2)cc1 returned NPYLR7 agonist -2.2, mcGAS inh -3.3 and hcGAS inh -2.3.
`CSCCc1nc(C2CCCCn3nnnc32)n(CC2CCCCC2)n1` (stereo not drawn) gave mcGAS inh -3.7 and hcGAS inh -7.0.
Brc1cccc2c(N3CCC4(CC3)OCCO4)ccnc12 was read as NPYLR7 agonist 17.8, mcGAS inh -14.0 and hcGAS inh -2.9.
CC(C)Cc1nnc2sc(C3COCCO3)nn12 (stereo not drawn) was read as mcGAS inh -14.9 and hcGAS inh 1.7.
CN(C)c1ccc(C=NNC(=O)c2cccs2)cc1 was read as NPYLR7 agonist -6.7, mcGAS inh -7.1 and hcGAS inh -7.4.
Screening O=C1c2ccccc2C(=O)c2c1oc1c3c(ccc21)OCN(C1CCCC1)C3 returned NPYLR7 agonist 6.5 and hcGAS inh -31.3.
Screening Oc1c(Cl)cc(Cl)c2ccc(N/N=C/C3=C(Cl)c4cc(Cl)ccc4SC3)nc12 returned NPYLR7 agonist 13.5, mcGAS inh -2.4 and hcGAS inh 3.6.
c1ccc(-n2ccnc2)c(Cn2ccnc2-c2ccc3c(c2)OCO3)c1 was read as NPYLR7 agonist 8.1, mcGAS inh -11.4 and hcGAS inh -2.7.
O=C1C2C3C=CC(C4CC34)C2C(=O)N1c1cc([N+](=O)[O-])ccc1Cl (stereo not drawn) was read as NPYLR7 agonist -0.3, mcGAS inh -6.0 and hcGAS inh -5.6.
For CCN(CC)c1nc(C)nc2c1sc1nc3c(cc12)COC(C)(C)C3 the results were NPYLR7 agonist 3.6 and hcGAS inh -6.9.
`COc1ccc(-c2cc(C(=O)N3CCN(C(=O)C45CC6CC(CC(C6)C4)C5)CC3)c(C)n2-c2ccc(C)cc2)cc1` gave NPYLR7 agonist -3.5, mcGAS inh -5.1 and hcGAS inh -17.5.
Screening Cc1nnc2ccc(-c3cccc(NS(=O)(=O)c4cccc(C(F)(F)F)c4)c3)nn12 returned NPYLR7 agonist -13.8, mcGAS inh -8.1 and hcGAS inh -6.3.
For Cc1ccsc1CCNC(=O)C1CC(=O)N(Cc2ccncc2)C1 (stereo not drawn) the results were NPYLR7 agonist 15.7, mcGAS inh -13.9 and hcGAS inh -9.3.
`CCOC(=O)c1ccc(S(=O)(=O)N2CCN(c3ccc4nncn4n3)CC2)cc1` gave NPYLR7 agonist 1.3, mcGAS inh -7.5 and hcGAS inh -5.4.
For COc1ccc(OC)c(NC(=Nc2nc(C)cc(C)n2)NC(=O)c2ccccc2)c1 the results were NPYLR7 agonist -4.9, mcGAS inh -5.3 and hcGAS inh -5.7.
C=C1C(C(=O)N2CCOCC2)C1C(=O)N1CCOCC1 (stereo not drawn) was read as NPYLR7 agonist 19.3 and hcGAS inh -7.8.
Screening O=C(N[C@H]1CCCCNC1=O)c1ccc(N2CCC(NCCc3ccccn3)CC2)cc1 returned NPYLR7 agonist 6.3, mcGAS inh -26.9 and hcGAS inh -7.9.
`Cc1nc2ccccn2c1C(=O)OCc1cc(-c2ccco2)on1` gave NPYLR7 agonist -3.1 and hcGAS inh -1.2.
For O=C(CCN(c1nc(C2CC2)nc2cc(Cl)ccc12)C1CC1)NCCN1CCOCC1 the results were NPYLR7 agonist 12.1, mcGAS inh -7.8 and hcGAS inh -3.4.
CCOC(=O)CCc1c(C)nc2ncnn2c1N1CCN(S(=O)(=O)c2ccc(F)cc2F)CC1 was read as mcGAS inh -4.5 and hcGAS inh -1.3.
For COC(=O)C1=C(C(=O)OC)C(C(=O)OC)N2C(=C1C(=O)OC)c1sccc1-c1cscc12 (stereo not drawn) the results were NPYLR7 agonist 5.4 and hcGAS inh -0.9.
